CaV13 ICDI inh = Disruptors of the CACNA1D IQ motif to Ca2+-dependent inactivation inhibitor domain association, primary screening, Förster resonance energy transfer in intact living …; HEK cells, CFP/YFP FRET ICDI-IQ, plate reader, 10 min; percent FRET-ratio fall versus neutral wells; inhibition, % at 12.3 µM; 340,000 compounds, 0.098% hits; AID 743397;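 active = mean replicate inhibition of at least 30% and at least 1% of replicates passing that level; inconclusive = only one of the two criteria is met; inactive = neither criterion is met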;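 also: 0% = median of the neutral control wells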
Glyco luc inh = increase of ERlucT glycosylation luciferase signal, primary screen, N-linked glycosylation inhibitor project, D54 ERlucT cells, luminescence, set 2 | D54 ERlucT glycosylation luciferase reporter, 24 h; percent of 100 nM tunicamycin response | reporter increase, % at 12.5 µM | 360,000 compounds, 0.23% hits | AID 588692, 2011;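 active = mean luciferase reporter signal, scaled so untreated is 0 and the glycosylation-blocking control 100, at or above a set limit in every replicate; inconclusive = mean reaches the limit but not every replicate does; inactive = mean below the limit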;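 also: luciferase carries N-glycosylation sites so blocking glycosylation raises the light; 0% = median of neutral control wells and 100% = median of 100 nM tunicamycin wells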
aDG glyco act = activators of alpha-DG glycosylation, primary screen, uHTS, Pro5-aDG cells, AlphaScreen | activation, % at 10 µM | 360,000 compounds, 0.22% hits | alpha-DG glycosylation AlphaScreen (IIH6); 0% Pro5, 100% B10-LARGE cell signal;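 active = activation of at least 8% versus controls, or a plate z-score of at least 8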;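 also: Pro5 are CHO cells carrying HIG-tagged alpha-DG that lacks glycosylation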
H9c2 protect = cardioprotection against H2O2-induced cell death, primary screen, uHTS, H9c2 cells, ATPLite luminescence. 360,000 compounds, 0.63% hits. protection from H2O2 cell death, % at 20 µM. H9c2 cardiomyocytes, H2O2 injury protection, 2 h;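 active = compounds giving at least 50% protection of heart cells from peroxide-induced death in the single-dose screen, raw or plate-pattern-corrected value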;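 also: 0% = DMSO wells with peroxide and 100% = DMSO wells without peroxide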
m5-HT2A agonist = mouse Htr2a agonists via beta-arrestin recruitment, primary screen, cell-based, luminescence; 360,000 compounds, 0.66% hits; AID 624169, 2012; activation, % at 7.6 µM; 5-hydroxytryptamine receptor 2A (Mus musculus), P35363; CHO-K1 mHTR2A beta-arrestin complementation; percent of 30 µM serotonin response;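 active = activation above a run cutoff, the mean activation of all tested compounds plus 3 SD, cut at about 14% in these data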;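 also: 0% = plate median of compound wells and 100% = 30 µM serotonin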
Target sequence (P35363 whole entry, looked up): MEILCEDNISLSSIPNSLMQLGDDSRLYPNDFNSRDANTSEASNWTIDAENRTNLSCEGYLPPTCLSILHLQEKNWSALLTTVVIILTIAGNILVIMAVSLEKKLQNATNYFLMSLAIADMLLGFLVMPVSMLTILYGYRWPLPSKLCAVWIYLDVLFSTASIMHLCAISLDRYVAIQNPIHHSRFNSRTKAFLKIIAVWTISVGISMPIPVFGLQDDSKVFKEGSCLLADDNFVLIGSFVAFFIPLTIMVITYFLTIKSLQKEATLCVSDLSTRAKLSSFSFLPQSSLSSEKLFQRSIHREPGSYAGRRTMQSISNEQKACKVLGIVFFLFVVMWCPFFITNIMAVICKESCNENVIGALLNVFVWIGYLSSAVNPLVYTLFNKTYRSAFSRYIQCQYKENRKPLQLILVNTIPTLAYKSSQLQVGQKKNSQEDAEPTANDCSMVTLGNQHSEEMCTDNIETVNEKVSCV
MC4R antagonist = MC4R antagonists of cAMP signaling, primary screen, cell-based, TR-FRET, antagonist arm of biased-ligand search | Melanocortin receptor 4 (Homo sapiens), P32245 | inhibition, % at 6.5 µM | AID 540295, 2011 | 360,000 compounds, 0.48% hits | MC4R-expressing cells, MTII-stimulated cAMP, LANCE TR-FRET;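 active = inhibition above its plate's cutoff, the mean of tested wells on that plate plus 3 SD, cut at about 29% in these data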;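 also: 0% = Melanotan II alone and 100% = Melanotan II plus saturating MCL0020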
Target sequence (P32245 whole entry, looked up): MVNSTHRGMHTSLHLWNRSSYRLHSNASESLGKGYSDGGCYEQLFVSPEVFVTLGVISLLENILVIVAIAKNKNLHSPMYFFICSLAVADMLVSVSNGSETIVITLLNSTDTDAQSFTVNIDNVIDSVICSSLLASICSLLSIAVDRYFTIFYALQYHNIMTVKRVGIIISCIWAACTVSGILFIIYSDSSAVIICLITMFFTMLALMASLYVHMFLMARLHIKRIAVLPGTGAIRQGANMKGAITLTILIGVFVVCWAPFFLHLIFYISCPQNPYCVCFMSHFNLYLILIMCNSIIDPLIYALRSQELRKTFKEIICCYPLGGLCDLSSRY
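Assay system: human MC4R-expressing U2OS cells; reagent: Melanotan II stimulation of cells; dosing: 6.5 µM single dose; timing: compound 30 min, challenge 1 h, detection 1 h; signal: TR-FRET cAMP assay; replicates: one well per compound, no replicates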
PDI inh = inhibitors of human PDI, primary screen, biochemical, turbidity, single point, plate reader. Protein disulfide-isomerase (Homo sapiens), P07237. inhibition, % at 10 µM. PDI insulin aggregation turbidity, A650, 90 min. 350,000 compounds, 0.052% hits;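 active = mean inhibition across replicates of 30% or more, whatever share of single replicates reach that level; inconclusive = mean inhibition below 30% while every single replicate reaches 30%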;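 also: absorbance from insulin aggregation driven by PDI reduction with DTT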
MC4R barr agon = MC4R agonists recruiting beta-arrestin, primary screen, cell-based, luminescence, agonist arm of biased-ligand search; AID 540308, 2011; Melanocortin receptor 4 (Homo sapiens), P32245; activation, % at 8.9 µM; U2OS MC4R beta-arrestin complementation; percent of melanotan II response, DMSO zero; 360,000 compounds, 0.98% hits;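 active = activation above a per-plate cutoff, the mean activation of sample wells on that plate plus 3 SD, cut at about 8% in these data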
ABCB6 inh 2 = ABCB6 transporter inhibitors, primary screen, K562-ABCB6 cells, flow cytometry, MLPCN library; ATP-binding cassette sub-family B member 6 (Homo sapiens), Q9NP58; 360,000 compounds, 0.19% hits; K562-ABCB6 porphyrin accumulation, 1 h; active compounds read low; AID 602162, 2011; fluorescence ratio to DMSO, % at 10 µM;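 active = fluorescence ratio to DMSO below 75%, the collection mean minus 3 SD; inconclusive = too few cells collected in the well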;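 also: signal is porphyrin accumulated inside mitochondria; 100% equals median channel fluorescence of DMSO control wells; lower ratio means ABCB6 inhibition with less porphyrin fluorescence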
Vif imaging = HIV Vif self-association inhibitors, primary screen, imaging, HEK293T, single point; HEK293T cells, Vif self-association by quenched fluorescence, 24 h; AID 602346, 2012; inhibition, % at 7.49 µM; 340,000 compounds, 0.35% hits; in the data active = inhibition above about 50%, passing the limit was not always enough; inconclusive = no clear call, values can overlap the other calls; inactive = below about 31%; also: some results filed as inactive read as strong as hits
Active calls of the source: *; ? = inconclusive; . = not tested or not shown; & = joins results of further samples.

SMILES	CaV13 ICDI inh	Glyco luc inh	aDG glyco act	H9c2 protect	m5-HT2A agonist	MC4R antagonist	PDI inh	MC4R barr agon	ABCB6 inh 2	Vif imaging
CN[C@@H](C)C(=O)NC[C@H]1O[C@@H](n2cnc3c(=O)[nH]c(N)nc32)[C@H](O)[C@@H]1O	-3	1	-0.2	0	2	.	.	.	103	.
CN(C)S(=O)(=O)c1ccc(S(=O)(=O)N2CCCC(C(=O)NC3CC3)C2)cc1 (stereo unspecified)	-7	2	0.2	-6	9	-1	-4	-1.5	92	-10
CC(=O)N(C)c1nc(N)n(-c2ccccc2)n1	-2	1	-0.1	3	2	19	-1	1.8	105	2
CN1CCN(C(=O)/C(=C/c2ccc(N(C)C)cc2)NC(=O)c2ccccc2)CC1	-4	0	-0.1	7	-12	1	-1	-0.7	98	19
Cc1ccc(NC(=O)c2ccc(=O)[nH]c2)cc1S(=O)(=O)N1CCCCCC1	-11	0	0.0	1	9	10	-1	-1.8	97	-5
Clc1nc(CN2CCCCC2)nc2sc3c(c12)CCCC3	-7	-3	0.6	-26	-1	6	-3	-4.4	100	3
CCc1ccc(-n2c(O)c(C=NCCN(CC)CC)c(=O)[nH]c2=O)cc1	-4	0	-0.1	-1	2	2	3	1.6	104	-14
CC(=O)Nc1cccc2c1C(=O)N(c1ccc(C)cc1)C2=O	-5	2	0.0	6	9	2	10	1.0	99	0
COCOc1cccc(CN2CCC2(C)C(=O)Nc2ccc(C)cc2)c1 (stereo unspecified)	-4	-2	0.0	-9	12	3	10	-0.9	102	6
Cc1cc(NC(=O)C(C)SCC(=O)Nc2ccccc2N2CCCC2)no1 (stereo unspecified)	-2	1	1.3	-3	-11	12	0	-1.8	99	-4
COc1ccc(Nc2ccc(N3C(=O)CCCC3=O)cc2[N+](=O)[O-])c(OC)c1	2	-2	-0.3	0	-2	-8	-27	-2.1	100	-4
COc1cccc(/C=N/NC(=O)c2c(-c3ccccc3)noc2C)c1OC	-8	1	0.0	-3	-4	7	7	-2.5	103	-2
COc1cccc(CC(=O)OCC(=O)NCCc2ccc(F)cc2)c1	-2	-1	0.1	-2	3	3	-4	-0.3	101	27
Cc1ccccc1-c1cc(C(=O)NCC2CC2)nn1CC1CC(c2cccc([N+](=O)[O-])c2)=NO1 (stereo unspecified)	-6	-1	0.1	1	1	-2	-1	0.6	94	-10
CCCCSc1nnc(NC(=O)CCc2ccccc2)s1	-5	2	0.1	1	-2	-4	3	-0.7	99	20
C=CCNCCCCOc1ccccc1-c1ccccc1	-3	-5	1.6	23	0	-1	6	2.2	100	-10
C=CCC1(C#N)C(SC)=NC2=C(C(=O)CC(C)(C)C2)C1c1ccc(Br)cc1 (stereo unspecified)	-14	-4	-0.2	2	-1	15	11	-0.5	93	-1
COc1cc(NC(=O)C2CCN(S(=O)(=O)c3cccs3)CC2)cc(OC)c1	-5	3	0.1	-3	2	-2	-9	1.8	95	2
CC(NC(=S)Nc1c(Cl)cccc1OC(F)F)C(C)(C)C (stereo unspecified)	-14	-1	0.0	1	3	11	1	-0.7	103	0
O=C(COc1ccc(F)cc1Cl)Nc1cccc(S(=O)(=O)N2CCCCCC2)c1	-7	-2	-0.1	-23	-7	7	-7	0.9	82	-9
Cc1cc(C)c(CN2CCN(CCCn3cnc(C(=O)Nc4ccc(C)c(C)c4)n3)CC2)c(C)c1	-9	-7	2.5	-23	2	1	-1	16*	97	-4
c1c(C2CCCCC2)n[nH]c1CN1CCCCC1	-3	-3	0.1	-2	2	8	10	-1.6	98	4
CN(CCOc1ccc(Cl)cc1)C(=O)c1cccc(S(=O)(=O)N2CCN(c3ccccc3)CC2)c1	-6	-7	1.6	-29	5	3	-7	-0.1	102	-27
Cc1noc(C)c1S(=O)(=O)N1CCCC(C(=O)NCc2ccccc2Cl)C1 (stereo unspecified)	-15	-3	0.0	-4	5	8	-7	-2.1	97	-2
O=C(N/N=C/c1ccccn1)c1ccco1	-5	5	-0.1	28	-2	8	-5	2.0	99	-1
O=C1[C@@H]2Cc3c([nH]c4ccccc34)C(c3ccc(Cl)cc3)N2C(=O)CN1CCO (stereo partly specified)	-3	3	0.0	34	3	19	-2	-0.1	97	5
O=C(NC1CCCCC1)C1c2ccccc2OCC(=O)N1Cc1ccc2c(c1)OCO2 (stereo unspecified)	-2	.	-0.2	.	5	.	.	.	97	.
O=C(CCN1C(=O)C2C3C=CC(C3)C2C1=O)Oc1ccc2ccccc2c1 (stereo unspecified)	-6	3	0.0	-8	-1	-2	-10	-0.6	103	22
CC(=O)c1ccc2c(c1)C1C=CCC1C(c1ccc(S(=O)(=O)N3CCOCC3)cc1)N2 (stereo unspecified)	-6	-1	0.7	2	1	-1	12	-2.1	103	20
O=C(O)C1C2C=CC(C2)C1C(=O)Nc1cccc(C(=O)N2CCCCC2)c1 (stereo unspecified)	-7	3	0.1	0	3	0	4	-1.2	93	5
CCC(C(=O)c1ccc(O)cc1)c1ccccc1 (stereo unspecified)	-5	0	-0.1	-6	-4	1	-11	0.3	85	.
CCCCCCSc1cccc(-c2nc3ccc(Cl)cn3c2NCc2ccccc2)c1	-5&-11	-4	0.7&0.3	-13	-9&-1	-2	3	1.7	102&102	16
CS(=O)(=O)N1CCN(C(=O)Nc2ccccc2)CC1	-3	2	-0.4	3	2	0	-1	-1.5	102	-1
COc1ccccc1CNc1ncc(-c2ccccc2)n1C	-4	0	0.3	17	-7	13	13	-2.0	80	-3
C=CCN(c1ccc(C(=O)Nc2ccc3c(c2)n(C)c(=O)n3C)cc1)S(C)(=O)=O	-5	11	-0.1	0	-2	17	5	0.7	99	1
Cc1ccc2cc(C=O)c(N(C)C)nc2c1	-3	3	0.0	-1	1	-5	-4	1.5	96	0
Cc1cc(C)n(S(=O)(=O)c2ccc3oc(=O)ccc3c2)n1	-3	2	-0.1	7	14	0	-6	2.3	96	12
NC(=O)NC(=O)CSc1nc2cc([N+](=O)[O-])ccc2n1-c1cccc(C(F)(F)F)c1	-7	0	0.3	20	0	8	2	3.4	93	-9
O=C(NCc1ccccc1)c1cc(=O)c2ccccc2o1	22	2	-0.1	8	-1	2	17	-0.3	100	5
CCC(c1nnc(SCC(=O)Nc2ccc(C(=O)Nc3ccccc3OC)cc2)o1)N(C)C (stereo unspecified)	-3	0	0.0	-3	-1	0	3	-1.8	95	-1
CN1CCN(C2=NC(=O)/C(=C/c3cn[nH]c3-c3ccccc3)S2)CC1	-20	-4	-0.1	15	-6	-12	12	-1.4	100	-9
CC(C)(C)c1nnc2sc(SCC(=O)N3CCc4ccccc43)nn2c1=O	-6	8	-0.3	3	0	-2	-5	-0.7	102	-12
COc1c(C(=O)Nc2ccc3[nH]c(=O)[nH]c3c2)cc2ccccc2c1Br	-5	1	-0.4	-7	3	7	13	12*	99	7
CCOc1ccccc1C(=O)NC1CC2CCCC(C1)N2Cc1ccc(C)cc1 (stereo unspecified)	-5	-3	-0.2	1	-5	15	3	-0.4	95	-4
COc1ccc(N(CC(=O)NCCSc2ccccn2)S(=O)(=O)c2ccccc2)c(OC)c1	-7	-1	-0.1	40	-14	14	-3	2.5	98	-2
COC(=O)CSc1nnc(-c2ccoc2C)n1-c1ccc(OC)cc1	-4	3	1.0	5	4	10	7	0.4	90	10
CN1CCN(C(=O)CN(c2cccc(Cl)c2)S(=O)(=O)c2ccccc2)CC1	-6	-1	0.1	12	-5	5	5	-0.2	92	0
O=C(CCc1nc2ccccc2s1)NCc1ccccc1F	-5	-1	-0.1	-15	3	-5	1	0.6	113	-17
O=C(CCN1C(=O)/C(=C/c2ccccc2Cl)SC1=S)NNC(=O)c1ccccc1O	-2	-2	-0.1	38	7	18	7	2.1	104	2
Fc1ccc2[nH]c3c(N4CCc5ccccc5C4)ncnc3c2c1	-2	4	1.9	-9	2	22	-1	3.5	102	-15
Next records
SMILES	CaV13 ICDI inh	Glyco luc inh	aDG glyco act	H9c2 protect	m5-HT2A agonist	MC4R antagonist	PDI inh	MC4R barr agon	ABCB6 inh 2	Vif imaging
C=CCOc1nc(N(C)C)nc(N(C)C)n1	-4	0	-0.1	4	4	-1	-2	-1.7	91	-6
CNC(=O)CSc1cnc2ccccc2n1	4	2	-0.4	5	-2	17	0	2.3	101	-1
O=C(NC1CCCC1)C1=COCCO1	0	1	-0.2	-6	-2	-3	-3	-1.6	92	-4
O=C1CC2(CCCC2)C(=O)N1CN1CCN(S(=O)(=O)c2ccc(Cl)c(Cl)c2)CC1	-2	5	0.4	1	2	4	3	-1.2	95	-4
C=CCSc1nnc(NC(=O)c2cccc(S(=O)(=O)N(C)c3ccccc3)c2)s1	-4	1	0.1	-4	7	4	-7	-1.6	97	-8
Cc1ccc(NC(=O)C2CCCCC2)cc1C	-5	5	0.2	-5	5	9	-3	-0.9	101	1
CCN1C(=O)/C(=C/c2ccc(OC)c(OC)c2)N=C1SCC(=O)NCc1ccco1	-5	4	-0.1	13	2	-8	-8	-2.6	98	-18
O=c1cc(-c2cccc(F)c2)[nH]c2ccccc12	-8	14	0.2	4	3	-17	-4	-2.4	109	?
Cn1cnnc1SCCC(=O)Nc1ccc(Cl)cc1	-6	3	-0.2	-2	-1	4	-4	-0.5	99	18
CC1(C)CC(=O)C=C(c2cccc(O)c2)C1	-4	-1	-0.1	-2	5	5	0	-1.8	104	9
COc1ccccc1NC(=O)Cn1nnc(-c2ccccc2NC(=O)c2ccco2)n1	-5	18	-0.3	-5	5	-3	0	3.2	93	-14
CC(=C/C(=O)O)/C(=C/c1ccccc1)C(=O)O	-3	1	-0.1	3	-2	12	-3	-2.4	96	2
COc1cccc(-c2nnn(CCC(=O)O)n2)c1	-6	2	-0.1	-7	1	-3	-3	-1.6	100	3
CC(C)N(C(=O)Cn1cc(S(=O)(=O)CC(=O)NCCc2ccccc2)c2ccccc21)C(C)C	-12	1	-0.1	3	0	7	1	-1.1	102	-5

Bioassay records as filed in PubChem BioAssay.
